OTUD3 block = human OTUD3 deubiquitinase inhibition; 0.7% of 47,000 active; purified OTUD3, Ub-rhodamine fluorescence, 2 h; inhibition, % at 25 µM; Q5T2D3
Target sequence (Q5T2D3 whole entry, looked up): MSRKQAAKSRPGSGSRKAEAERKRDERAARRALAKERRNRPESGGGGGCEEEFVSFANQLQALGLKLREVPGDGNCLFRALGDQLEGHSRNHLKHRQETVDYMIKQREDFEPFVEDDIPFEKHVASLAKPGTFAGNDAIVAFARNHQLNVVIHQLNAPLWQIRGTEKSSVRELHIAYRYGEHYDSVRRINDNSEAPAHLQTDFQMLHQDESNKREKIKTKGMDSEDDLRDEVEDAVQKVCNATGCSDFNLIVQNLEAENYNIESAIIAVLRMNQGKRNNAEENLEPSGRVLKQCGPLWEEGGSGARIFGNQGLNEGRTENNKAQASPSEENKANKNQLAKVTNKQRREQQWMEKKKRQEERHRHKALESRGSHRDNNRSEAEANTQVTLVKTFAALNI
USP8 inh = blocks human USP8 ubiquitin-rhodamine cleavage; purified USP8, Ub-rhodamine cleavage fluorescence, 30 min; inhibition, % at 20 µM; 4.2% of 47,000 active
USP28 block = human USP28 deubiquitinase inhibition; Q96RU2; purified USP28, Ub-rhodamine cleavage fluorescence, 30 min; inhibition, % at 25 µM; 3% of 47,000 active; AID 1645857
UCHL1 inh = human UCHL1 deubiquitinase inhibition | P09936 | purified UCHL1, Ub-rhodamine cleavage fluorescence | inhibition, % at 20 µM | 0.2% of 47,000 active | AID 1645859
USP17 inh = blocks human USP17 ubiquitin-rhodamine cleavage. A8MUK1. 6.5% of 47,000 active. inhibition, % at 50 µM. purified USP17, Ub-rhodamine cleavage fluorescence, 3 h
Target sequence (A8MUK1 whole entry, looked up): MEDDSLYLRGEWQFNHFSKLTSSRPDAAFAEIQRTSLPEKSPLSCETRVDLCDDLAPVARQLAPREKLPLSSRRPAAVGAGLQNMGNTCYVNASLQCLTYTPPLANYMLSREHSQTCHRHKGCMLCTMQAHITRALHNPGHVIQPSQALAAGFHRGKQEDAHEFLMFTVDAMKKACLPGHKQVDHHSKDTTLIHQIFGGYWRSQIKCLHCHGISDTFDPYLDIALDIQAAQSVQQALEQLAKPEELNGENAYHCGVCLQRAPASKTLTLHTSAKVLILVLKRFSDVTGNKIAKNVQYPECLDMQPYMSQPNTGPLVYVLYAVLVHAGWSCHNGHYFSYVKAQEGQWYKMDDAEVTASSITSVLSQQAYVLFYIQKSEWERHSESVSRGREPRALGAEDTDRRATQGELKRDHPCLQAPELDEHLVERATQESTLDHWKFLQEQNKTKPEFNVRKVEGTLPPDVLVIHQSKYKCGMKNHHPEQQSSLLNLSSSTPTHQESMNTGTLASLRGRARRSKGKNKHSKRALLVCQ
USP7 inh = blocks human USP7 ubiquitin-rhodamine cleavage; purified USP7, Ub-rhodamine cleavage fluorescence; inhibition, % at 20 µM; 0.3% of 47,000 active
USP30 block = human USP30 deubiquitinase inhibition | Q70CQ3 | purified USP30, Ub-rhodamine cleavage fluorescence | inhibition, % at 25 µM | 5.3% of 47,000 active | AID 1645860
USP10 block = human USP10 deubiquitinase inhibition; purified USP10, Ub-rhodamine fluorescence, 60 min; Q14694; AID 1645856; inhibition, % at 20 µM; 1.1% of 47,000 active
* marks the source's active call; other numbers are inactive results; · = no result given. Rule as the data show it: active = inhibition above about 30%; inactive = the rest.

| OTUD3 block | USP8 inh | USP28 block | UCHL1 inh | USP17 inh | USP7 inh | USP30 block | USP10 block | SMILES |
| --- | --- | --- | --- | --- | --- | --- | --- | --- |
| 1 | -9 | 4 | -1 | -3 | 9 | 25 | -1 | CC(=O)N1CCc2cc(C(O)CN3CCN(c4ccccc4F)CC3)ccc21 (stereo unspecified) |
| -6 | -2 | -5 | -1 | -12 | -2 | -11 | -2 | Cn1cc(S(=O)(=O)Nc2ccn(Cc3cccc(F)c3)n2)cn1 |
| 0 | 9 | 8 | 5 | 7 | 8 | 25 | 2 | CN(CCc1ccccn1)C(=O)Nc1ccc(F)cc1 |
| 13 | -168 | 2 | 2 | -27 | 11 | 7 | 5 | CCN1CCN(CCCNC(=O)c2cnn(-c3ccc([N+](=O)[O-])cc3)c2C2CCNCC2)CC1 |
| -2 | -20 | -2 | -1 | 19 | -2 | 29 | 0 | COC(=O)c1ccc(CSc2ncnc3c2nnn3-c2ccc(OC)cc2)o1 |
| 0 | -22 | 7 | -4 | 8 | 1 | 9 | -5 | CCCCC/C=C/C=C/C(=O)CCCCCCCC(=O)NC(CCC(N)=O)C(=O)NC1C(=O)NCCC(=O)NC(Cc2c[nH]c3ccccc23)C(=O)NC(CO)C(=O)NCC(=O)OC1C (stereo unspecified) |
| -8 | -21 | -8 | -2 | -12 | -42 | -10 | 2 | Cc1cn2nc(N3CCC(C4CCCCCN4C(=O)C4CC4)CC3)sc2n1 (stereo unspecified) |
| -5 | 2 | -11 | 0 | -1 | -1 | 0 | 0 | COc1ccc(CCn2nnnc2CN2CCN(c3ccccc3)CC2)cc1OC |
| 2 | 0 | 21 | 1 | 1 | 3 | 27 | 1 | O=C(Nc1ccncc1)c1ccc(COc2ccccc2Br)cc1 |
| -5 | 0 | -4 | -1 | 36* | 0 | 33* | 0 | Cc1nc2c(C)cccn2c(=O)c1Cc1nnc(SCC(=O)Nc2ccccc2)n1C |
| 26 | -79 | 5 | 1 | 4 | 8 | 3 | 7 | Cc1ccc(S(=O)(=O)N2CC[C@@H]3[C@H](CC2)N(C)CCS3(=O)=O)cc1 |
| 3 | -11 | 13 | 3 | 0 | 7 | 24 | 1 | CC(=O)N1[C@@H]2CN(C(=O)c3sc4ncn(C)c(=O)c4c3C)[C@@H]3CCCC[C@H]1[C@]3(C)C2 |
| -5 | 20 | 16 | 1 | 80* | -3 | 17 | 1 | COc1ccc(OC)c(NC(=O)c2ccc(-n3nnnc3SC)cc2)c1 |
| 3 | 7 | 2 | 1 | 0 | 3 | 10 | 0 | COc1ccc(S(=O)(=O)N2CC(C(=O)NC3CCCCC3)C3(CCOCC3)C2)cc1 (stereo unspecified) |
| 6 | 0 | 0 | 1 | 3 | 1 | 7 | 2 | O=C(C1CCCN1S(=O)(=O)c1ccc(Cl)cc1)N1CCCCC1 (stereo unspecified) |
| 0 | 10 | -3 | -1 | 0 | 2 | -3 | 2 | Cc1cc(N2CCCC2)n2nc(CN3CCC4(CC3)OCCO4)nc2n1 |
| 5 | 0 | -3 | -2 | -5 | 0 | 6 | 1 | CCS(=O)(=O)N1CC(=O)N(c2cccc(OC)c2)C(C)(C(=O)NCc2ccccc2)C1 (stereo unspecified) |
| -6 | -5 | -4 | -3 | 0 | -3 | -6 | 4 | CCOC(=O)N1CCC(NC(=O)c2cn(-c3cccc(F)c3)nn2)CC1 |
| 3 | 2 | 2 | 1 | 2 | -2 | -14 | 4 | Cc1ccc(N(C)C(=O)c2cccn2Cc2noc(C3CC3)n2)cc1 |
| -9 | -6 | 0 | 0 | 2 | -2 | 4 | 3 | Cc1ccccc1NS(=O)(=O)c1cc2c3c(c1)CCC(=O)N3CCC2 |

Single records, as listed above. Order of values: OTUD3 block, USP8 inh, USP28 block, UCHL1 inh, USP17 inh, USP7 inh, USP30 block, USP10 block
Cc1ccc(S(=O)(=O)N2CC[C@@H]3[C@H](CC2)N(C)CCS3(=O)=O)cc1 is listed as 26, -79, 5, 1, 4, 8, 3, 7
CC(=O)N1[C@@H]2CN(C(=O)c3sc4ncn(C)c(=O)c4c3C)[C@@H]3CCCC[C@H]1[C@]3(C)C2 is listed as 3, -11, 13, 3, 0, 7, 24, 1
CCOC(=O)N1CCC(NC(=O)c2cn(-c3cccc(F)c3)nn2)CC1 is listed as -6, -5, -4, -3, 0, -3, -6, 4
Cc1ccc(N(C)C(=O)c2cccn2Cc2noc(C3CC3)n2)cc1 is listed as 3, 2, 2, 1, 2, -2, -14, 4

(more compounds)
| OTUD3 block | USP8 inh | USP28 block | UCHL1 inh | USP17 inh | USP7 inh | USP30 block | USP10 block | SMILES |
| --- | --- | --- | --- | --- | --- | --- | --- | --- |
| -5 | -1 | -1 | -1 | 10 | -1 | -12 | 0 | CCC(C)[C@H](NS(=O)(=O)c1ccc(C)cc1)C(=O)N1CCC(C(=O)N[C@@H](Cc2c[nH]c3ccccc23)C(=O)O)CC1 (stereo partly specified) |
| 8 | 18 | 17 | 10 | 35* | 1 | 35* | 3 | Cc1ccc(C)c(N(C(C)C(=O)NCc2ccncc2)S(C)(=O)=O)c1 (stereo unspecified) |
| -7 | -2 | -2 | 1 | -14 | -3 | -3 | -1 | CCn1cc(SCC(=O)NCCc2ccc(OC)c(OC)c2)c2ccccc21 |
| -4 | -24 | -2 | -4 | -13 | -6 | -17 | -1 | Cc1cc(C(=O)N2CCCCC2)c2c(=O)n(Cc3ccccc3C#N)c(=O)n(C)c2n1 |
| 1 | 11 | 9 | 0 | 17 | 5 | 20 | 0 | CCc1cc2c(=O)n3c(nc2s1)/C(=C/c1ccc(C#N)cc1)CC3 |
| 0 | -2 | -5 | 1 | -2 | 3 | 8 | 2 | CCn1cc2nc(SCC(=O)NC3CCCC3)n(Cc3ccc(OC)cc3)c(=O)c2n1 |
| -27 | 5 | -1 | -2 | 9 | -2 | -2 | -8 | CC1Cc2ccccc2N1CC(=O)N1CCN(S(=O)(=O)c2ccc3ccccc3c2)CC1 (stereo unspecified) |
| -2 | -67 | -4 | -2 | -4 | -4 | -3 | -5 | CN1CCCN(C(=O)c2cc(-c3cnc(Nc4ccccc4)nc3)cn2C)CC1 |
| -7 | -7 | -8 | -1 | -7 | 1 | -1 | -1 | O=C(NCCCN1CCN(Cc2ccccc2)CC1)C1CCCN(S(=O)(=O)N2CCC3(CC2)OCCO3)C1 (stereo unspecified) |
| 9 | -12 | 8 | -1 | 5 | 3 | 15 | -1 | Cc1ccc(C(=O)NC2COC3(CCNCC3)C2)cc1 (stereo unspecified) |
| 6 | -28 | -2 | 0 | -28 | 0 | -37 | -1 | O=C(c1cnc2sc3c(n2c1=O)CCC3)N1CCCCC1 |
| 3 | 70* | 10 | -2 | 28 | -2 | -14 | -3 | O=C(CCc1ccccc1)Nc1cc(F)c2nc(N3CCCCC3)ccc2c1 |
| 0 | -24 | 4 | 2 | -5 | 0 | 11 | 0 | Cc1ccc(S(=O)(=O)N2CCN(CC(=O)Nc3ccc4[nH]c(=O)[nH]c4c3)CC2)cc1 |
| 0 | 5 | 6 | -2 | -2 | -1 | 5 | -1 | O=C(NCc1nnc2ccccn12)c1ccc(C(F)(F)F)cc1 |
| -5 | -3 | -11 | -3 | -5 | 1 | -16 | -4 | CN(C)c1cc(C(=O)Nc2cccnc2)nc2ccnn12 |
| 7 | 0 | 16 | 2 | 1 | 6 | -12 | -1 | Cc1cc(=O)oc2cc(OCC(=O)NC3CCN(Cc4ccccc4)CC3)ccc12 |
| 0 | -38 | 14 | -2 | -6 | -8 | 5 | 0 | COc1ccc(NC(=O)CSc2ccc(-c3ccccc3C)nn2)cc1OC |
| -4 | 2 | 10 | 3 | -8 | -3 | -27 | 3 | COc1ccc(C2CC(=O)c3cnc(NCc4ccco4)nc3C2)cc1 (stereo unspecified) |
| -7 | -2 | 1 | -1 | -13 | -1 | -1 | -2 | O=C(CCc1nnc2ccc(N3CCCCC3)nn12)NC1CCN(Cc2ccccc2)CC1 |
| 24 | -46 | 40* | 5 | 42* | -132 | -99 | -13 | COC(=O)CC1CC2=C(C(=O)c3c(O)cccc3C2=O)C(C)O1 (stereo unspecified) |
| -6 | 30* | 8 | 6 | -1 | -11 | -110 | -3 | CCN(C=C1NC(=O)c2ccccc2N1)CC(=O)Nc1ccc(Cl)c(C(F)(F)F)c1 |
| 0 | -4 | 4 | -2 | -7 | -4 | -6 | -6 | COc1ccccc1C1C2=C(NCCN=C2c2ccccc2)C(=O)N1c1ccccc1 (stereo unspecified) |
| -8 | 9 | -6 | 7 | 5 | 8 | 4 | 2 | COc1ccc2[nH]c(C(=O)NC(C)CCc3ccccc3)cc2c1 (stereo unspecified) |
| -38 | -15 | 7 | 0 | -5 | -1 | -5 | -2 | Cc1oc(CNS(=O)(=O)c2ccc3c(c2)CCCC3)nc1C(=O)N1CCCC1 |
| -10 | -9 | -13 | -4 | -7 | -6 | -7 | 0 | COc1ccc(-c2ccc(CC3CN(Cc4ccncc4)CCN(C)C3=O)cc2)cc1 (stereo unspecified) |
| -20 | 94* | 1 | 1 | 65* | -8 | -54 | -4 | CCN1C[C@@H]2C[C@]2(c2ccccc2OC)C(=O)c2ncccc21 |
| 13 | 13 | 12 | 2 | 8 | 8 | 16 | 0 | COc1cc(OC)cc(C(=O)Nc2cc(-c3cccnc3)no2)c1 |
| -17 | -2 | -17 | -5 | -22 | -121 | -68 | -2 | Cc1cccc(C)c1NC(=O)Cn1cccc(S(=O)(=O)N2CCC(C)CC2)c1=O |
| -4 | -7 | 0 | 0 | -9 | 0 | -21 | 4 | COc1ccc2c(c1)CC(NS(=O)(=O)c1ccc(NC(C)=O)cc1)CO2 (stereo unspecified) |
| 4 | 2 | 11 | 3 | -1 | -1 | 14 | -2 | COc1ccc(-c2cncc(-c3cc(NC4CC4)nc(C)n3)c2)cc1 |

A stretch from the list above, as a working copy:
| OTUD3 block | USP8 inh | USP28 block | UCHL1 inh | USP17 inh | USP7 inh | USP30 block | USP10 block | SMILES |
| --- | --- | --- | --- | --- | --- | --- | --- | --- |
| 13 | 13 | 12 | 2 | 8 | 8 | 16 | 0 | COc1cc(OC)cc(C(=O)Nc2cc(-c3cccnc3)no2)c1 |
| -17 | -2 | -17 | -5 | -22 | -121 | -68 | -2 | Cc1cccc(C)c1NC(=O)Cn1cccc(S(=O)(=O)N2CCC(C)CC2)c1=O |
| -4 | -7 | 0 | 0 | -9 | 0 | -21 | 4 | COc1ccc2c(c1)CC(NS(=O)(=O)c1ccc(NC(C)=O)cc1)CO2 (stereo unspecified) |
| 4 | 2 | 11 | 3 | -1 | -1 | 14 | -2 | COc1ccc(-c2cncc(-c3cc(NC4CC4)nc(C)n3)c2)cc1 |

New compounds follow.
| OTUD3 block | USP8 inh | USP28 block | UCHL1 inh | USP17 inh | USP7 inh | USP30 block | USP10 block | SMILES |
| --- | --- | --- | --- | --- | --- | --- | --- | --- |
| 0 | -272 | -9 | -1 | -70 | 0 | -2 | -1 | Cc1ccc(NC(=O)C2CCCN(C(=O)c3cc(-c4ccccn4)n[nH]3)C2)cc1 (stereo unspecified) |
| -3 | 27 | -7 | 8 | 0 | 6 | -30 | 10 | COc1ccc2c(=O)c3c(=O)n(-c4ccccc4)c(-c4cccs4)nc3oc2c1 |
| -3 | -73 | 0 | -1 | -14 | -1 | 16 | -1 | COc1ccc(CN2CCC3(CC2)CN(C(C)=O)Cc2ccccc2O3)cc1OC |
| -60 | -32 | -75 | -7 | -65 | -4 | -345 | -11 | O=c1cc(O)c2sc(SCCN3CCOCC3)nc2[nH]1 |
| 0 | 2 | 0 | -3 | 0 | -5 | -5 | -2 | CNC(=O)C1(c2cnccn2)CCCN1C(=O)c1ccc(Cl)cc1 (stereo unspecified) |
| -14 | -92 | -10 | -4 | -32 | -1 | -32 | -2 | COc1cc(N2CC[C@@H]3[C@@H](CO[C@H]3CNc3ncccn3)C2)ncn1 |
| 1 | 9 | 0 | 1 | -1 | 0 | -18 | -3 | c1cnc(N2CCCC(c3nc(N4CCOCC4)ncc3-c3cccnc3)C2)nc1 (stereo unspecified) |
| -9 | 40* | 18 | -8 | -3 | 3 | -33 | 4 | COc1cccc(-c2cc(CC(=O)Nc3ccc(C(N)=O)cc3)no2)c1 |
| 7 | 4 | 13 | 2 | 6 | -1 | -6 | 4 | COc1ccc(Cc2nc(-c3ccc(C(F)(F)F)cc3)no2)cc1 |
| -10 | 0 | -10 | -6 | -6 | -9 | -8 | -8 | O=C(CSc1ccc2nnc(CCNS(=O)(=O)c3ccccc3)n2n1)c1ccccc1 |
| -5 | -62 | -6 | -4 | -18 | -6 | -18 | -4 | Cn1cccc1C(=O)NC[C@@H]1OC[C@H]2CN(Cc3ccco3)CC[C@H]21 |
| 6 | 0 | 3 | 0 | 1 | · | 11 | -2 | CC12CN3CC(C)(CN(C1)C3c1ccc(OCc3ccccc3)cc1)C2=O (stereo unspecified) |

Assay outcomes (PubChem)

Rows are unselected; overall some 13% were active at least once.
